From PubChem
dFosB act: activators of delta FosB homodimer, primary screen, biochemical, fluorescence polarization, TAMRA-CDK5 oligo, single point; Protein FosB (Mus musculus), P13346; purified delta FosB; percent of positive-control signal above neutral wells; activation, % at 25 µM; 340,000 tested, 0.99% active;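 active means mean activation above about 17%, with every replicate also reaching it, limit read from the data, passing the limit was not always enough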;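 further: fluorescence polarization rise as delta FosB binds a TAMRA Cdk5 AP-1 oligo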
Target sequence (P13346 whole entry, looked up): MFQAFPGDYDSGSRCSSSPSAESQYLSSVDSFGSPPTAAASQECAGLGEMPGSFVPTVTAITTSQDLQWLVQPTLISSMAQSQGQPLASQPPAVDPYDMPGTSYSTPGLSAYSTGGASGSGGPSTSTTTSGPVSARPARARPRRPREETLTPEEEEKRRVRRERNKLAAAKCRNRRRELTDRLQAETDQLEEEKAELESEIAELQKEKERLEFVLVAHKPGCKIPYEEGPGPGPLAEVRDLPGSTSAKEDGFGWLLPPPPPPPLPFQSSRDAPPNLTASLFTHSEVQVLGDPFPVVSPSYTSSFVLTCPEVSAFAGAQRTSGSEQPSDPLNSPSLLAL
MITF act: activators of MITF-driven TRPM1 promoter reporter, primary screen, cell-based, SK-MEL-5, luciferase, single point; AID 588334, 2011; activation, % at 12.5 µM; SK-MEL-5 TRPM1-promoter luciferase, 24 h; % of positive control, neutral wells = 0; 300,000 tested, 0.75% active;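 active means mean activation of at least 80% with every replicate also reaching 80%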;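 further: 0% = neutral control wells and 100% = parthenolide positive control wells; values of inactives mirror those of a sister screen read the other way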
V-ATPase pHluor: regulators of yeast V-ATPase proton pumping, primary screen, pHLuorin cytosolic pH fluorescence; S. cerevisiae; response, % at 10 µM; 350,000 tested, 0.37% active; AID 504577, 2011; in the data active means response mostly above about 7.3%, no sharp cut-off; inactive means mostly below about 5.4%; further: actives read high; inactives centre near 0; some compounds called inactive have numbers as strong as hits
CAL PDZ FP-1: untagged CAL PDZ binding inhibitors, primary screen, biochemical, fluorescence polarization, HTS. 300,000 tested, 0.92% active. AID 602252, 2012. purified CAL PDZ, TMR-peptide fluorescence polarization, 1 h. inhibition, % at 24.9 µM;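 active means mean inhibition of at least 30% with at least half of replicates also reaching 30%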;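 further: 0% = DMSO neutral control and 100% = excess unlabeled competitor peptide PRC23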
CDK5 p35 inh: inhibitors of human CDK5/p35 kinase, primary screen, biochemical, single concentration; Cyclin-dependent kinase 5 (Homo sapiens) + Cyclin-dependent kinase 5 activator 1 (Homo …; Recombinant CDK5/p35, ADP-Glo luminescence, 60 min; inhibition, % at 10 µM; 330,000 tested, 0.01% active; AID 488839, 2010;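 active means highest replicate inhibition of at least 50% and at least 75% of replicates reaching 50%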;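 further: plate controls were DMSO neutral control for no effect and GW8510 at 10 µM for full effect; many of its hits are not listed in these tables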
Target sequence (Q00535 whole entry, looked up): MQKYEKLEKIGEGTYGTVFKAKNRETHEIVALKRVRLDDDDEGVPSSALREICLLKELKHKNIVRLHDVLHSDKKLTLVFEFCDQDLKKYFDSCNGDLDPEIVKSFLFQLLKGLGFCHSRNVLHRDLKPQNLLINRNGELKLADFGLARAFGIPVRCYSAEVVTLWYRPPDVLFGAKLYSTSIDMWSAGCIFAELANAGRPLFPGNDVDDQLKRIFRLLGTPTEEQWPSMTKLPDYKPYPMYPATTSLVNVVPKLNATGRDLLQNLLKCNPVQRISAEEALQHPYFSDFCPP
Target sequence (Q15078 whole entry, looked up): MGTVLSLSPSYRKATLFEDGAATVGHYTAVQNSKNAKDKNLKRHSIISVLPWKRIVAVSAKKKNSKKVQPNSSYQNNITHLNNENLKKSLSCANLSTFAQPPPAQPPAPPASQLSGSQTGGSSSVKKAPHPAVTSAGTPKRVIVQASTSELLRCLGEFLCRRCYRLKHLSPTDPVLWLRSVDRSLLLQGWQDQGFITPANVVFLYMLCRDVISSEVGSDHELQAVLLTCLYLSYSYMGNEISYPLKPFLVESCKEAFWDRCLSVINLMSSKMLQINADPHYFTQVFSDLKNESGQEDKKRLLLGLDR
Tat transport: E. coli Tat export inhibitors, primary screen, MC4100, TorA-mCherry reporter, fluorescence, single point; AID 488895, 2010; inhibition, % at 10 µM; 340,000 tested, 0.036% active;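 active means mean replicate inhibition at least 50% and at least half of replicates individually reaching 50%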;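 further: exported cargo escapes ClpAP degradation while cytoplasmic cargo is degraded and loses fluorescence; 0% = median of neutral control wells and 100% = median of NaSCN control wells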
CAL PDZ FP-2: CAL PDZ peptide-binding inhibitors, primary screen, biochemical, fluorescence polarization, Cer-tagged CAL PDZ, HTS; AID 504414, 2011; 330,000 tested, 0.02% active; inhibition, % at 20 µM; purified CAL PDZ, TMR-peptide fluorescence polarization, 1 h; Golgi-associated PDZ and coiled-coil motif-containing protein (Homo sapiens), Q9HD26;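 active means highest replicate inhibition of at least 40%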;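 further: plate controls were DMSO neutral control wells for no effect and unlabeled competitor peptide control wells for full effect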
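Material – purified CerCALP PDZ construct · Detection – FP readout, S and P plane fluorescence · Measure – percent inhibition from loss of millipolarization · Controls – unlabelled peptide for full inhibition, DMSO wells as neutral · Probe or stimulus – TMR-labelled reporter peptide T*-PRC34 bound in PDZ groove · Times – 1 h at RT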
Wnt bcat act: Wnt/beta-catenin pathway activators, primary screen, cell-based, plate reader, single point; activation, % at 9.35 µM; 300,000 tested, 1.2% active; Wnt/beta-catenin reporter cell assay, activator; in the data active means activation above about 30%, passing the limit was not always enough;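 further: 0% = neutral control wells and 100% = positive control wells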
cardiac RTF act: cardiac RTF calcium sensitivity activators, primary screen, biochemical, IANBD-TnC fluorescence, EC20 calcium; Troponin I, cardiac muscle (Homo sapiens) + Troponin T, cardiac muscle (Homo sapiens) + …; IANBD-labeled TnC RTF fluorescence at EC20 calcium; 0% EC20 calcium, 100% full calcium; activation, % at 7.2 µM; 340,000 tested, 0.24% active;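 active means activation above the mean over all tested compounds plus 3 SD, cut at about 30% in these data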;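 further: rise in fluorescence read as greater calcium sensitivity of cardiac thin filaments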
Rtt109 Vps75: inhibitors of C. albicans Rtt109/Vps75 HAT, primary screen, biochemical, ThioGlo CoA-SH fluorescence, plate reader; Histone acetyltransferase RTT109 (Candida albicans (strain SC5314 / ATCC MYA-2876)), …; purified Rtt109/Vps75, 4 h; inhibition, % at 34.9 µM; 330,000 tested, 0.16% active; AID 540336, 2011;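 active means inhibition of at least 50% in every replicate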
* marks the source's active call; other numbers are inactive results; . = no result given; & = joins results of further samples.

SMILES	dFosB act	MITF act	V-ATPase pHluor	CAL PDZ FP-1	CDK5 p35 inh	Tat transport	CAL PDZ FP-2	Wnt bcat act	cardiac RTF act	Rtt109 Vps75
O=C(CN1C(=O)S/C(=C/c2ccc(N3CCOCC3)cc2)C1=O)N1CCOCC1	1	28	7	-2	-0.9	-11	0.2	9	1	-7
COc1ccc(Cl)cc1NC(=O)CC1CCCC1	-6	-16	-2	.	0.8	-8	-1.2	-4	-3	-5
COCCn1c(C)cc(C(=O)COC(=O)c2cc3c(s2)CCC3)c1C	-13	.	2	-1	-1.6	3	-5.2	19	-3	31
CN(C)CCCn1c(SCCN2C(=O)c3ccccc3C2=O)nc2ccccc2c1=O	-5	3	1	-1	-0.1	-8	-1.0	-4	1	-8
COc1cccc(NC(=O)CN(C)C(=O)c2ccccc2OCC(=O)Nc2cccc(C(F)(F)F)c2)c1	-10	3	-3	-2	0.7	-16	-0.5	-5	-15	-1
CCC1(C)Cc2c(sc3nnn(CC(=O)Nc4ccccc4C)c(=O)c23)CO1 (configuration not stated)	3	0	6	2	-0.9	-10	-0.7	.	4	2
Oc1ccccc1CN(Cc1ccco1)CC(O)COCc1ccc(Cl)cc1 (configuration not stated)	3	7	0	-2	2.9	10	0.0	-15	3	5
Cc1ccc2c(c1)N(CC(=O)N1CCC(C)CC1)C(=O)c1cccnc1O2	0	9	-1	1	-0.7	-2	-2.1	-1	-2	-1
Fc1ccc(N/N=C/c2ccc(N3CCOCC3)cc2)c(F)c1	-8	19	0	-1	4.3	6	-1.2	0	7	11
Nc1ccc[n+](Cc2ccccn2)c1	0	.	3	.	0.7	-2	0.0	-2	0	-9
O=C(COC(=O)/C=C/c1ccccc1)NCC1CCCO1 (configuration not stated)	2	3	4	5	-0.9	2	-1.3	0	2	14
O=[N+]([O-])c1ccc(/C=N/NC(=S)Nc2ccccc2F)o1	-8	-18	2	-1	.	21	-0.9	.	1	20
CN(C(=O)CCS(=O)(=O)c1ccc2c(c1)oc(=O)n2C)C1CCCCC1	-5	-1	-1	2	-1.5	2	0.5	0	-3	25
CCOC(=O)C1CCCN(C2=NC(=O)/C(=C/c3ccc(OC)cc3OC)S2)C1 (configuration not stated)	3	11	3	-10	-1.0	-4	-2.5	1	1	-1
CCOc1ccc(N=Nc2c(=O)[nH]n3c(=O)cc(C)[nH]c23)cc1	8	3	1	2	1.4	2	-0.2	.	-5	37
COc1ccc(CCNC(=O)C2CCN(C(=O)c3ccccc3C)CC2)cc1	-11	-15	2	5	0.7	3	-0.6	-2	4	.
Cc1ccc(C)c(NC(=O)C2CC=CCC2C(=O)O)c1 (configuration not stated)	-2	-10	-3	-4	-1.3	-12	-1.1	.	6	6
COc1ccc(OC)c(NC(=O)CSc2nc3scc(C)c3c(=O)[nH]2)c1	-4	2	0	-1	-2.0	-5	-2.3	0	-3	15
COc1ccc(N2CC(C(=O)Nc3c4c(nn3-c3ccc(OC)cc3)CS(=O)(=O)C4)CC2=O)cc1 (configuration not stated)	-6	6	5	-1	-0.8	-3	-4.3	2	-4	-3
CC(=O)C1=C(O)C(=O)N(c2ccc(Br)cn2)C1c1ccc(F)cc1 (configuration not stated)	6	9	9	4	0.1	-2	-1.3	7	0	0
CCOc1cc(N2CCOCC2)c(OCC)cc1NC(=O)C1=NN(c2cccc(C)c2)C(=O)CC1	-6	-5	1	.	-4.4	4	0.4	-1	-2	4
O=c1[nH]c(Nc2ccc3c(c2)OCCO3)nnc1Cc1ccccc1	4	4	-8	-3	3.7	-8	.	-7	-1	-7
COc1ccc(-c2cn(Cc3ccc([N+](=O)[O-])cc3)nn2)cc1	2	22	0	-2	-1.4	-10	1.5	6	-1	-3
O=C(Nc1ccc(OCC(=O)N2CCOCC2)cc1)c1cncc(Br)c1	-3	10	-3	-4	-2.6	9	-0.4	.	2	-7
CCc1ccccc1C1=CC(=O)C[C@H](c2ccc(OC)cc2)C1	3	9	-3	0	-1.2	23	1.2	-4	-3	-4
CC(C)(CC(=O)O)CC(=O)Nc1ccc2c(c1)ncn2CCc1ccccc1	-5	-16	1	-5	-0.8	-2	0.4	2	1	0
C=CC[C@H](CC(=O)NCCO)C(=O)NC[C@H](OC(=O)[C@@H](CC=C)Cc1ccc(F)cc1)c1ccccc1	-3	6	-4	0	0.9	-7	-1.0	-2	-5	4
O=C(CN1CCOCC1)Nc1nc2ccc([N+](=O)[O-])cc2s1	-2	-5	3	4	1.6	3	-0.1	3	-8	-1
OCCCNc1nc(-c2ccc(Br)cc2)nnc1-c1ccc(Cl)cc1	-5	-10	-3	0	-0.3	-2	-3.1	-7	-4	4
Cc1ccc(S(=O)(=O)Cn2nnnc2C(CC(C)C)N2CCN(C(=O)c3ccco3)CC2)cc1 (configuration not stated)	-19	0	3	-3	-0.4	7	0.1	.	7	-4
CC(=O)Nc1ccc(C(=O)N/N=C/C2CC3C=CC2C3)cc1 (configuration not stated)	1	2	2	.	-0.1	0	-0.4	-2	1	-5
N/C(=N\OC(=O)CCCCCN1C(=O)c2ccccc2C1=O)c1ccccc1	-3	27	-1	0	1.3	7	-1.9	20	0	5
Clc1cccc(N2CCN(c3nnnn3-c3ccccc3)CC2)c1	-2	5	0	-1	1.9	15	-2.7	1	-3	0
Cc1csc(NC(=O)C2CCCN2C(=O)OCC(C)C)n1 (configuration not stated)	4	-2	4	-1	-0.4	-2	-0.4	.	-2	2
Cc1cc(OCCn2cnc3ccccc3c2=O)cc(C(C)C)c1	-3	9	-2	-4	1.0	14	-0.6	-3	-3	3
Cc1ccc(Cl)c(OCCN2CCc3ccccc3C2)c1	1	-4	9	.	2.7	7	-0.1	-3	4	-1
CCOC(=O)c1sc(NC(=O)c2cccc(S(=O)(=O)N(CC)CC)c2)cc1C	-10	7	0	1	-0.4	3	-0.1	.	4	-50
O=C(NCc1ccccc1)C1CCC(CNc2c(N3CCCCC3)c(=O)c2=O)CC1 (configuration not stated)	-10	-9	-3	.	0.3	0	-2.0	5	-6	2
O=C(Nc1ccc(Br)cc1)c1ccc(N2C(=O)C3CC=CCC3C2=O)cc1 (configuration not stated)	-5	-18	1	-4	-1.9	-7	-0.5	.	4	-12
COC(=O)c1ccc(C)c(NC(=O)Cn2cnc3ccccc3c2=O)c1	-8	-12	2	0	-1.4	-6	-5.1	-2	-4	-6
CCOC(=O)NC(=O)CSc1nnnn1-c1ccc(C)cc1	0	-4	3	-3	0.3	2	1.2	-1	-1	-6
COc1ccc(-c2nc(C#N)c(N3CCC(C(N)=O)CC3)o2)cc1	-8	-5	3	-3	0.0	1	-4.4	.	2	3
Cc1ccccc1C(=O)NCCNC(=O)c1ccccn1	-3	1	0	-1	0.3	1	-2.5	-3	-6	8
CCOc1ccc(CNC(=O)CCC(=O)n2nc(C)c3ccccc32)cc1	-24	-2	4	-3	0.6	-6	-1.9	0	-1	-5
Cc1ccc(OCC(=O)N/N=C/c2c[nH]c3ccccc23)c([N+](=O)[O-])c1	-3	-16	1	-2	0.8	-13	0.1	-3	3	1
O=C(O)c1ccccc1NS(=O)(=O)c1cccc2nsnc12	-3	-2	-2	0	-0.1	-3	1.7	3	-3	2
CC(C)c1ccc(/C=C/C(=O)Nc2nncs2)cc1	4	-2	-5	-7	-3.1	6	-1.0	22	-1	4
Cc1ccc(CNC(=O)Cn2cc(C(F)(F)F)ccc2=O)cc1	-2	12	1	.	-2.0	1	0.1	0	-3	8
Cc1ccc(CC(=O)Nc2ccc(S(=O)(=O)N3CCOCC3)cc2)cc1C	-5	-1	0	.	-0.7	-10	-2.1	-5	-5	12
N#Cc1ccccc1Sc1ccccc1C(=O)OCc1nnc(-c2ccccc2)o1	-3	-10	2	-4	1.5	12	-0.8	2	1	1
O=C(CCOc1ccccc1)Nc1nnc(-c2ccc3c(c2)OCCO3)o1	-14	12	0	3	1.0	8	0.0	3	2	0
CC1CCCN(C(=O)Cc2cn(Cc3cccc(Cl)c3)c3ccccc23)C1 (configuration not stated)	-4	-13	-1	-1	.	16	0.6	-1	-5	-2
CCOC(=O)C1=C(C)NC(C)=C(C(=O)OCC)C1c1ccccn1	-6	-9	2&2	2	-0.6	-6	0.6	-2	3	-1
CCOC(=O)Cn1nc(-c2ccccc2)ccc1=O	-6	-2	3	1	2.6	10	-1.6	.	0	0
CC(=O)Nc1cccc(/C(C)=N/NC(=O)c2ccc(O)cc2)c1	-10	1	2	.	-0.4	3	0.1	0	-4	-11
CNS(=O)(=O)c1cccc(C(=O)OCC(=O)Nc2ccc(Cl)cn2)c1	-7	1	0	-15	6.1	-1	0.1	18	4	2
CC1(C)CC(=O)c2sc(NS(=O)(=O)c3ccccc3)nc2C1	7	4	0	-5	0.3	-5	-0.1	-1	-3	4
O=C(CSc1nn(-c2ccc(F)cc2)c(=S)s1)N1CCN(C(=O)c2ccco2)CC1	-4	-9	0	0	3.0	6	-0.9	.	3	2
COc1ccc(NC(=O)CS(=O)c2ccc(Cl)c(Cl)c2)cc1 (configuration not stated)	-11	-3	-6	6	1.2	0	-2.4	2	0	7
CCN(CC)CCNC(=O)c1ccc(NC(=O)c2ccc(S(=O)(=O)N(C)c3ccccc3OC)cc2)cc1	-3	13	-3	-6	0.1	7	-3.7	-13	-6	0
Cc1cccc(OCC(O)CN2CCNCC2)c1 (configuration not stated)	-4	.	4	-2	0.3	-14	-0.4	0	0	-2
Cc1nn(C(=O)c2cc([N+](=O)[O-])ccc2Cl)c(C)c1Br	-3	-3	4	-1	-0.2	-9	-0.2	-1	4	-3
O=C(COC(=O)/C=C/c1ccc(S(=O)(=O)N2CCc3ccccc32)cc1)NC1CCS(=O)(=O)C1 (configuration not stated)	-2	-17	-3	0	0.3	0	-0.6	-1	6	15

Full records, looked up by structure. Order of values: dFosB act	MITF act	V-ATPase pHluor	CAL PDZ FP-1	CDK5 p35 inh	Tat transport	CAL PDZ FP-2	Wnt bcat act	cardiac RTF act	Rtt109 Vps75
Listed for `O=[N+]([O-])c1ccc(/C=N/NC(=S)Nc2ccccc2F)o1` : -8	-18	2	-1	.	21	-0.9	.	1	20
Listed for `Clc1cccc(N2CCN(c3nnnn3-c3ccccc3)CC2)c1` : -2	5	0	-1	1.9	15	-2.7	1	-3	0
